LYP phosphatase = PTPN22 lymphoid phosphatase activity blockers – biochemical, fluorescence intensity, uHTS (AID 1779). recombinant LYP phosphatase, fluorescence intensity; higher % means a stronger effect. one-dose inhibition, % at 11.5 µM; IC50 in µM for titrated hits. 290,000 tested, 0.054% active; in the data active means inhibition above about 50%;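 further: plate controls were vehicle with enzyme for no effect and no enzyme for full effect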
AID2073 = inhibitors of Mint1-CaV2.2 protein interaction, biochemical, HTRF (AID 2073); HTRF protein-protein interaction, Mint1-CaV2.2; higher % means a stronger effect; 290,000 tested, 0.19% active; one-dose inhibition, % at 20 µM; IC50 in µM for titrated hits; in the data active means inhibition mostly above about 51%, no sharp cut-off; further: some results filed as inactive read as strong as hits
M17LAP inhibition = P. falciparum M17LAP inhibitors, primary screen, biochemical, fluorogenic H-Leu-NHMec substrate, 1536-well (AID 1619) | inhibition, % at 30 µM; hits with a dose series show IC50 in µM | 220,000 tested, 0.38% active | recombinant M17LAP, H-Leu-NHMec fluorogenic kinetic assay; higher % means a stronger effect;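 active means compound inhibiting the enzyme by more than half at any dose during confirmatory dose-response retesting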;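 further: plate controls were full reaction with DMSO carrier for no effect and no enzyme background for full effect; strong numbers were not always called active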
M1AAP inhibition = P. falciparum M1AAP inhibitors, biochemical, fluorogenic H-Leu-NHMec substrate, 1536-well (AID 1445) | recombinant M1AAP, H-Leu-NHMec fluorogenic kinetic assay; higher % means a stronger effect | inhibition, % at 30 µM; hits with a dose series show IC50 in µM | 220,000 tested, 0.42% active;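 active means primary inhibition above the hit cutoff, then over 50% inhibition at one or more dose response concentrations, cut at about 23% in these data, passing the limit was not always enough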;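 further: plate controls were DMSO full reaction for no effect and no enzyme background for full effect; strong numbers were not always called active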
SIAH1 antagonists = Siah-1 peptide-binding antagonists, primary screen, biochemical, fluorescence polarization, rhodamine-plectin, uHTS (AID 1817); Siah-1 / rhodamine-plectin peptide fluorescence polarization; higher % means a stronger effect; one-dose displacement, % at 20 µM; IC50 in µM for titrated hits; 290,000 tested, 0.02% active;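 active means displacement of at least 50% at 20 µM, with a fluorescence ratio check between 0.3 and a set limit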;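 further: plate controls were Siah plus tracer with DMSO for no effect and tracer alone without Siah for full effect; strong numbers were not always called active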
Numbers without * were called inactive.

Nc1nnc(SCC(=O)N2CCN(c3cccc(Cl)c3)CC2)n1-c1ccccc1 was read as M17LAP inhibition 4.5% and M1AAP inhibition 7.7%.
For CCOC(=O)Nc1cccc(OCC(=O)Nc2ccccc2OC)c1 the results were M17LAP inhibition 2.4% and M1AAP inhibition 4.8%.
Screening COC(=O)c1cn(C)c2ccc(S(=O)(=O)N3CCCC3)cc2c1=O returned M17LAP inhibition 0.8% and M1AAP inhibition 4.8%.
For CC(C)Nc1nc(NC(C)C)nc(Oc2ccc(/C=N/O)cc2)n1 the results were M17LAP inhibition 3.2% and M1AAP inhibition 2.1%.
For Cn1c(CSc2nc3ccccc3s2)nnc1SCC(=O)NCc1cccnc1 the results were M17LAP inhibition 14.3% and M1AAP inhibition 2.8%.
Screening COc1ccc(N(CC(=O)NCC2CCCO2)C(=O)CCC(=O)Nc2nccs2)cc1 (configuration not stated) returned M17LAP inhibition 16.0% and M1AAP inhibition 0.7%.
`C=CCn1c(SCC(=O)Nc2sccc2C(N)=O)nc2sc(C)c(C)c2c1=O` gave M17LAP inhibition 8.6% and M1AAP inhibition 4.2%.
For c1ccc2c(c1)[nH]c1c(N3CCSCC3)ncnc12 the results were M17LAP inhibition -1.6% and M1AAP inhibition 5.3%.
For CCOc1ccc2nc(NCCCNS(=O)(=O)c3ccc(F)cc3)c(C#N)cc2c1 the results were M17LAP inhibition -3.4% and M1AAP inhibition 7.9%.
`CCOCCCn1c(=N)c(C(=O)NCCN2CCOCC2)cc2c(=O)n3cccc(C)c3nc21` gave M17LAP inhibition -211.6% and M1AAP inhibition 5.3%.

The final seven entries of the section before lead into the next:
For CC(C)Nc1nc(NC(C)C)nc(Oc2ccc(/C=N/O)cc2)n1 the results were M17LAP inhibition 3.2% and M1AAP inhibition 2.1%.
For Cn1c(CSc2nc3ccccc3s2)nnc1SCC(=O)NCc1cccnc1 the results were M17LAP inhibition 14.3% and M1AAP inhibition 2.8%.
Screening COc1ccc(N(CC(=O)NCC2CCCO2)C(=O)CCC(=O)Nc2nccs2)cc1 (configuration not stated) returned M17LAP inhibition 16.0% and M1AAP inhibition 0.7%.
`C=CCn1c(SCC(=O)Nc2sccc2C(N)=O)nc2sc(C)c(C)c2c1=O` gave M17LAP inhibition 8.6% and M1AAP inhibition 4.2%.
For c1ccc2c(c1)[nH]c1c(N3CCSCC3)ncnc12 the results were M17LAP inhibition -1.6% and M1AAP inhibition 5.3%.
For CCOc1ccc2nc(NCCCNS(=O)(=O)c3ccc(F)cc3)c(C#N)cc2c1 the results were M17LAP inhibition -3.4% and M1AAP inhibition 7.9%.
`CCOCCCn1c(=N)c(C(=O)NCCN2CCOCC2)cc2c(=O)n3cccc(C)c3nc21` gave M17LAP inhibition -211.6% and M1AAP inhibition 5.3%.
Screening Cc1ccc(CN(N=Nc2nonc2N)c2nonc2N)c(C)c1 returned M17LAP inhibition -12.3% and M1AAP inhibition -0.9%.
CC(NS(=O)(=O)c1ccccc1)C(=O)Nc1nccs1 (configuration not stated) was read as M17LAP inhibition 11.0% and M1AAP inhibition 5.8%.
Screening CSCCC(NS(=O)(=O)/C=C/c1ccccc1)C(=O)N1CCC(C)CC1 (configuration not stated) returned M17LAP inhibition 15.5% and M1AAP inhibition -0.3%.
COc1ccc(C(C(=O)NC2CCCCC2)N(Cc2ccco2)C(=O)CNC(=O)c2ccco2)cc1 (configuration not stated) was read as M17LAP inhibition 3.5% and M1AAP inhibition 10.0%.
For COCCn1c(SCC(=O)Nc2nc3ccccc3s2)nnc1-c1ccoc1C the results were M17LAP inhibition 18.5% and M1AAP inhibition 7.0%.
`CC(=O)NC(c1cccc([N+](=O)[O-])c1)c1c(OC(C)=O)ccc2ccccc12` (configuration not stated) gave M17LAP inhibition 4.2% and M1AAP inhibition 9.2%.
Screening CC(=O)Nc1ccc2c(c1)ncn2C1CCCCC1 returned M17LAP inhibition -0.4% and M1AAP inhibition 2.7%.
Screening CCOC(=O)C1=C(C)Nc2nnnn2C1c1cccc(OC)c1OC (configuration not stated) returned M17LAP inhibition -9.7% and M1AAP inhibition -3.5%.
For CCCN(CCC)c1nc2ccccc2nc1C(C#N)C(=O)OC(C)COC (configuration not stated) the results were M17LAP inhibition -31.8% and M1AAP inhibition -1.8%.
Screening COC(=O)c1ccc2c(c1)NC(=O)C1CCCN21 (configuration not stated) returned M17LAP inhibition 6.5% and M1AAP inhibition 12.6%.

3 structures out of the list, sorted by molar mass, high to low:
`CC(=O)NC(c1cccc([N+](=O)[O-])c1)c1c(OC(C)=O)ccc2ccccc12` (configuration not stated) gave M17LAP inhibition 4.2% and M1AAP inhibition 9.2%.
Screening Cc1ccc(CN(N=Nc2nonc2N)c2nonc2N)c(C)c1 returned M17LAP inhibition -12.3% and M1AAP inhibition -0.9%.
CC(NS(=O)(=O)c1ccccc1)C(=O)Nc1nccs1 (configuration not stated) was read as M17LAP inhibition 11.0% and M1AAP inhibition 5.8%.

(list continues)
For COc1ccccc1OCCSc1nnnn1C1CCCCC1 the results were M17LAP inhibition 1.7% and M1AAP inhibition 0.7%.
For COCCCNC(=O)C(C#N)c1nc2ccccc2nc1N1CCCC1 (configuration not stated) the results were M17LAP inhibition -102.4% and M1AAP inhibition 8.1%.
Cc1cc(C(F)F)n2nc(C(=O)Nc3ccc(S(=O)(=O)N4CCCCCC4)cc3)nc2n1 was read as M17LAP inhibition 0.5% and M1AAP inhibition 10.1%.
COc1cccc(N=Nc2ccc3cccnc3c2O)c1 was read as LYP phosphatase -5.4%, AID2073 22.4% and SIAH1 antagonists -8.2%.

These rows are one share of the data. The share of hits here may be higher or lower than overall.
